p53ts 39C kill: cytotoxicity in p53ts cells at nonpermissive temperature; H1299-p53A138V viability at 39C, ATP luminescence, 24 h; Potency, µM (doses to about 46.1 µM), without a hit: at the highest dose activity change, negative = cell killing, hits mostly cytotoxic; actives 1.5% (n = 130,000); also: nearly all actives have a fitted effect of over 55% in size
p53ts 32C tox: p53ts cell cytotoxicity, permissive temperature; H1299-p53A138V at 32C, ATP luminescence viability, 24 h; Potency, µM (doses to about 46.1 µM), for the others: at the top dose activity change, negative = cytotoxicity, hits mostly cytotoxic; actives 0.93% (n = 130,000); AID 924;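 also: 0% = DMSO and -100% = full killing by reference compound; nearly all actives have a fitted effect of over 55% in size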
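Cells: H1299 p53ts (A138V), 600/well, pre-incubated 16–30 h at 37C. Cpd up to 46 uM, 24 h, 32C. Readout: ATPlite luminescence, 20 min RT. Normalization: DMSO vs tamoxifen 100 uM. AC50 by Hill equation.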
Imprint erasure: genomic imprint erasure induction; mouse ES Peg3-LacZ reporter, beta-gal luminescence, 40 h; Potency, µM (highest dose often 60.7 µM), without a hit: at the highest dose activity change, positive = activation, hits mostly activators; actives 0.02% (n = 110,000); AID 1948;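 also: 0% = negative control wells on the plate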
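Readout: BetaGlo luminescence (5 min, room temp) for LacZ from the normally silent maternal Peg3 allele in female Peg3LacZ-Neo ES cells. Cells 300/well, 40 h, 37C, 5% CO2. Data normalized per plate to negative controls.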
IkB sig inh: inhibitors of IkB signaling in ABC-DLBCL cells. ABC-DLBCL IkBa-CBG/CBR dual luciferase ratio, 4 h; response scale: scaled: untreated 0%, proteasome inhibitor 100%. Potency, µM (doses to about 57.1 µM), for inactives: top-dose IkBa stabilization activation. actives 0.04% (n = 110,000). AID 445; active = well fitted curve in the direction sought with a large enough effect in the signal ratio, not every such curve was filed as active; inconclusive = small, poorly fitted or top-dose-only effect, or a change in a side signal; the % refers to the signal ratio;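 also: the direction sought is a rising ratio; 0% = basal untreated cells and 100% = reference inhibitor full response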
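Luminescence ratio of IκBα-fused green versus native red beetle luciferase in OCI-Ly3 cells, 4 h post-doxycycline with compound; red signal alone, scaled from basal (0%) to zero light (-100%), flagged nonspecific or cytotoxic effects.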
Active calls of the source: *; u = inconclusive; x = no result given; [ ] = remark or other dose. Unless noted, calls follow the shape of the dose curve; as a rule, active = well fitted curve in the direction sought with a large enough effect; inconclusive = small, poorly fitted or top-dose-only effect, or another doubt; inactive = no such curve, though single readings can be large; an effect the other way counts as inactive or inconclusive. Unless noted, % is scaled to controls: 0 for no effect and ±100 for the full control effect; potency is read from the fitted curve at half-maximal effect.

Each structure is followed by: p53ts 39C kill | p53ts 32C tox | Imprint erasure | IkB sig inh
Cn1cccc1C(=O)N1CCC2(CCN(Cc3ccc(C#N)cc3)CC2)CC1
 : 0% | -2% | x | 0.5%[11.4 µM]
CCOC(=O)N1CCC(NC(=O)CCc2c(C)nc3c(c(C)nn3C(C)(C)C)c2C)CC1
 : 5% | -5% | -11% | 0.5%
CC1CCCCN1C(=O)Cc1ccc(Cl)cc1 (stereo unspecified)
 : 2% | 8% | -5% | -0.4%
CCOc1cc(S(=O)(=O)N2CC=C(c3ccc(F)cc3)CC2)c(OCC)cc1-n1cnnn1
 : -17% | -9% | 3% | -0.2%
CC(C)OC(=O)CN1C(=O)C(=O)c2ccccc21
 : 5% | -2% | x | x
C=CCn1c(SCc2csc(C)n2)nc2sc3c(c2c1=O)CCC(C)C3 (stereo unspecified)
 : -7% | 10% | x | x
Cc1noc(C)c1-c1ccc2ncnc(N3CCN(C)CC3)c2c1
 : -9% | 11% | -11% | 8.5%[11.4 µM]
Cc1cc(C)cc(NC(=O)c2cc(S(=O)(=O)N3CCCCC3)c[nH]2)c1
 : -10% | 10% | -8%[10.9 µM] | 0.5%
CC1=C(C(=O)N2CCOCC2)C(c2ccccc2F)C2=C(CCCC2=O)N1 (stereo unspecified)
 : 10% | 1% | 0% | 3.2%
COCCN(Cc1cc2cc3c(cc2n2nnnc12)OCO3)C(=O)c1ccccc1F
 : 6% | -4% | 5% | -0.4%
CCOc1cc(Br)c(C2C(C(=O)OC)=C(C)NC3=C2C(=O)c2ccccc23)cc1OCC (stereo unspecified)
 : -2% | 6% | -11%[10.9 µM] | u
COC(=O)c1ccc(C(NC(=O)OCc2ccccc2)/C(C)=C/[C@@H](C)C(=O)NCc2cccnc2)cc1 (stereo partly specified)
 : -13% | 0% | -1% | x
O=C(NCc1ccncc1)Nc1ccccc1Cl
 : -4% | -2% | 0% | -0.7%
O=c1sc(Nc2ccccc2)nc2ccsc12
 : -6% | 5% | -19% | -0.1%
COC(=O)C1CCN(C(=O)COC(=O)Cc2c[nH]c3ccccc23)CC1
 : -1% | -2% | -12% | u
CCOC(=O)c1c(C)[nH]c(C)c1S(=O)(=O)N1CCC(C(=O)N2CCN(c3cc(C)ccc3C)CC2)CC1
 : -20% | 15% | 10%[10.9 µM] | u
CCCn1cnc2cc(NC(=O)c3cc(OC)c(OC)c(OC)c3)ccc21
 : 6% | -6% | 8%[10.9 µM] | 7.2%
Cc1nc(N2CCCC2)c2c(C(=O)Nc3cccc(Cl)c3C)c(C)oc2n1
 : -5% | -1% | 4%[10.9 µM] | 1.4%
O=C(Nc1ccccc1)N(Cc1cccs1)C1CCCC1
 : 13% | 14% | -10% | -2.1%
Nc1nnc(SCC(=O)Nc2cccc(F)c2)s1
 : -3% | -7% | -1%[10.9 µM] | -1.7%
CCOc1ccc(N2CC(NC(=O)C(=O)c3c[nH]c4ccccc34)CC2=O)cc1 (stereo unspecified)
 : -3% | 4% | u | 6.3%
C/C(N)=C(/C#N)C(=O)CSc1nnnn1-c1ccc(C)cc1
 : -16% | -1% | -12% | 0.8%
O=C(c1cccc(S(=O)(=O)N2CCCC2)c1)N1CCN(c2ccccc2F)CC1
 : -7% | 89%[activator] | -24% | 3.0%
CCOc1ccc(N(CC(=O)NCC2CCCO2)C(=O)CCC(=O)Nc2ccccn2)cc1 (stereo unspecified)
 : -2% | -4% | x | x
COCCNC(=O)c1c(NC(=O)c2cc(=O)c3cc(Cl)ccc3o2)sc2c1CCCC2
 : -2% | 2% | -7%[10.9 µM] | -0.8%
O=S(=O)(c1ccc2oc(-c3ccncc3)nc2c1)c1ccc2oc(-c3ccncc3)nc2c1
 : -2% | 6% | -3% | -0.6%
COc1ccccc1NS(=O)(=O)c1cc(C(=O)NCCN2CCOCC2)ccc1Cl
 : 7% | 5% | -9% | 0.6%
CN1C(=O)C(CC(=O)N2CCN(C(c3ccccc3)c3ccccc3)CC2)N(C)C1=O (stereo unspecified)
 : 11% | 1% | -31%[inhibitor] | 0.6%
Cc1cc(S(=O)(=O)NC2CCCC2)ccc1F
 : 0% | 10% | -15% | -2.7%
Cc1ccc(NC(=O)N2CCN(c3nnc(C)c4c(C)n(-c5ccc(Cl)cc5)nc34)CC2)c(C)c1
 : -5% | 2% | 7%[10.9 µM] | 1.5%
CCN1c2ccccc2-c2nc(SCC(=O)NCc3ccccc3)ncc2S1(=O)=O
 : -21% | -8% | -13%[10.9 µM] | -1.5%
COCC(=O)N(Cc1cc2cc(OC)ccc2[nH]c1=O)c1ccc(C)cc1
 : -5% | -5% | -15% | 8.0%
COC(=O)c1ccc(NC(=O)C2CC(=O)N(c3ccc(C)cc3)C2)cc1 (stereo unspecified)
 : 3% | -5% | x | x
CCOC(=O)c1c(C)c(-c2ccccc2)n(CC(=O)N2CCN(C)CC2)c1C
 : 4% | 6% | -5% | -0.5%
Cc1cc(S(=O)(=O)N(Cc2ccccn2)Cc2ccco2)ccc1-n1cnnn1
 : -7% | 3% | -11% | 1.3%
CCOc1cccc2cc(-c3nc4sc(C(=O)Nc5ccc(C)cc5)c(C)c4c(=O)[nH]3)c(=O)oc12
 : -11% | -2% | 12%[10.9 µM] | -0.9%
COc1cccc(Cn2c(=O)c(-c3cc(F)cc(F)c3)nc3cncnc32)c1
 : -17% | -6% | -15% | 1.0%[11.4 µM]
CC(C)Oc1ccc(CNC(=O)c2cnc3sc(N4CCCC4)nn3c2=O)cc1
 : -21% | -4% | -6%[10.9 µM] | -1.3%
O=C(COC(=O)CCCC1=NS(=O)(=O)c2ccccc2N1)Nc1ccc(Br)cc1
 : 7% | -7% | -12%[10.9 µM] | 2.5%
O=C(Cn1c(=O)c2c(ncn2C2CCCC2)n(Cc2ccccc2)c1=O)N1CCc2ccccc21
 : 5% | 9% | 9% | u
Cc1ccccc1NC(=O)CSc1c(C(C)C)cnc2c1c(=O)n(C)c(=O)n2C
 : -8% | 5% | -7%[10.9 µM] | 0.7%
CN1C(C(=O)Nc2cccc(O)c2)=CC(c2ccco2)=NS1(=O)=O
 : -5% | -7% | -14%[10.9 µM] | -0.3%
CCOC(=O)c1ccc(N2C(=O)c3n[nH]c(-c4ccco4)c3C2c2ccc(C)cc2)cc1 (stereo unspecified)
 : u | u | 12%[10.9 µM] | u
COc1cccc(C2C(C(=O)Nc3ccccc3)=C(C)Nc3nnnn32)c1OC (stereo unspecified)
 : 9% | 1% | -10%[10.9 µM] | 1.8%
CCCCOCC(O)Cn1c(C)nc2ccccc21 (stereo unspecified)
 : 0% | -5% | -8% | 2.5%
COc1ccc(CC(=O)NCCS(=O)(=O)N2CCN(c3ccccc3F)CC2)cc1OC
 : -9% | 4% | -5%[10.9 µM] | 0.6%
COc1ccc(C2CC(c3ccc(C)cc3)Nc3ncnn32)cc1 (stereo unspecified)
 : -2% | 3% | -8% | 2.5%
CC(=O)NC(c1ccc(F)cc1)c1cccnc1 (stereo unspecified)
 : 1% | -2% | x | x
COc1cc(O)ccc1-c1nc2ccc(Br)cn2c1Nc1ccccc1C
 : u | u | 6%[10.9 µM] | u
COc1ccc(C(=O)N=c2sc3cc(Cl)ccc3n2C)cc1
 : 1% | -8% | -3%[10.9 µM] | 0.2%

Next part:
Each structure is followed by: p53ts 39C kill | p53ts 32C tox | Imprint erasure | IkB sig inh
Cc1ccc(C2=CC(c3c(F)cccc3Cl)n3ncnc3N2)cc1C (stereo unspecified)
 : 3% | 13% | -4%[10.9 µM] | u
CCOc1ccc(-n2c(C)nc3cc(C(=O)NCc4ccco4)ccc32)cc1
 : -8% | u | -12% | 0.4%
O=c1c2cccc3c2c(nn1CN1CCOCC1)-c1ccccc1-3
 : -4% | 9% | -20% | 1.3%
COc1cc(-c2nnc(SCC(=O)Oc3ccccc3Cl)o2)cc(OC)c1OC
 : 3% | 8% | -7%[10.9 µM] | u
NNC(=O)CS(=O)(=O)Nc1ncccn1
 : -4%[9.22 µM] | 4%[9.22 µM] | -10%[10.9 µM] | -0.4%[11.4 µM]
COc1ccc(CCC(=O)NCCc2csc(-c3cccc(C)c3)n2)cc1
 : -30% | 5% | -8%[10.9 µM] | -2.7%
C/C(=C\C(=O)c1cccnc1)Nc1ccc(C)c(C)c1
 : -24% | -22% | -20% | -4.8%
CCN(Cc1ccccc1)S(=O)(=O)c1ccc(F)c(C(=O)Nc2cc(C)ccc2OC)c1
 : 32%[activator] | 7% | -21%[10.9 µM] | -2.0%
CCOc1cc(-n2cnnn2)c(OCC)cc1NC(=O)c1cnccn1
 : 1% | 5% | -4% | -0.5%
O=C(OCc1nnc(-c2ccccc2)o1)c1ccc(S(=O)(=O)NCc2ccco2)cc1
 : 0% | 4% | -1% | 3.8%
COCCn1c(SCC(=O)Nc2sc(C)c(C)c2C#N)nnc1C(C)C
 : 6% | 2% | 6% | 0.5%
COc1ccc(-c2nc3scc(CCNS(=O)(=O)c4ccccc4F)n3n2)cc1
 : -13% | 0% | -11%[10.9 µM] | -0.5%
CCOc1ccc(CC(=O)NNC(=S)NC2CCCCC2)cc1OCC
 : 0% | 3% | x | x
CCC1CCC2(CC1)NC(CO)(CO)CO2 (stereo unspecified)
 : -17% | -18% | x | -2.4%
NC(Cc1ccccc1)(C(=O)O)C(=O)O
 : -2%[9.22 µM] | -2%[9.22 µM] | -12%[10.9 µM] | -1.7%[11.4 µM]
Cc1ccc(/C=N/n2c(C)nnc2C)s1
 : -13% | -13% | -5% | 0.0%
O=C(c1cc(-c2ccc(Cl)c(Cl)c2)on1)N1CCCC1
 : 4% | -4% | -9% | 10%
Cc1cc(N2C(=O)CC(N3CCN(C(c4ccccc4)c4ccccc4)CC3)C2=O)no1 (stereo unspecified)
 : -3% | 4% | -46%[inhibitor] | 1.5%
O=C1CCCC=C1[C@@H](O)COCc1ccccc1
 : 0%[9.22 µM] | 0%[9.22 µM] | x | x
COc1ccc(-c2nc3ccccc3n3c(-c4ccccc4)c4c(=O)n(C)c(=O)n(C)c4c23)cc1
 : 9% | -5% | -7%[10.9 µM] | -0.8%

Given with bars between the fields: entries from further up.
SMILES | p53ts 39C kill | p53ts 32C tox | Imprint erasure | IkB sig inh
CC(=O)NC(c1ccc(F)cc1)c1cccnc1 (stereo unspecified) | 1% | -2% | x | x
Cc1ccc(C2=CC(c3c(F)cccc3Cl)n3ncnc3N2)cc1C (stereo unspecified) | 3% | 13% | -4%[10.9 µM] | u
COc1ccc(-c2nc3scc(CCNS(=O)(=O)c4ccccc4F)n3n2)cc1 | -13% | 0% | -11%[10.9 µM] | -0.5%
CCOC(=O)c1c(C)c(-c2ccccc2)n(CC(=O)N2CCN(C)CC2)c1C | 4% | 6% | -5% | -0.5%

Pulled by structure from the entries so far, three records:
Each structure is followed by: p53ts 39C kill | p53ts 32C tox | Imprint erasure | IkB sig inh
CN1C(C(=O)Nc2cccc(O)c2)=CC(c2ccco2)=NS1(=O)=O
 : -5% | -7% | -14%[10.9 µM] | -0.3%
Cc1cc(S(=O)(=O)NC2CCCC2)ccc1F
 : 0% | 10% | -15% | -2.7%
CCCn1cnc2cc(NC(=O)c3cc(OC)c(OC)c(OC)c3)ccc21
 : 6% | -6% | 8%[10.9 µM] | 7.2%

(list continues)
Each structure is followed by: p53ts 39C kill | p53ts 32C tox | Imprint erasure | IkB sig inh
CCCNC(=O)c1cc(S(=O)(=O)N2CCc3ccccc32)ccc1F
 : -5% | -16% | -20% | u
CCC(c1nnnn1CS(=O)(=O)c1ccc(C)cc1)N1CCN(c2nc3ccccc3s2)CC1 (stereo unspecified)
 : -6% | 1% | -12% | u
CCOc1ccc(N(CC(=O)Nc2ccc3c(c2)OCCO3)S(=O)(=O)c2c(C)noc2C)cc1
 : -16% | 7% | -16% | u
COCCN(Cc1cc2cc3c(cc2[nH]c1=O)OCO3)C(=O)c1cccs1
 : -2% | 2% | u | 0.7%
CCOC(=O)N1CCC(NC(=O)C(CC(C)C)NC(=O)C2CCCCC2)CC1 (stereo unspecified)
 : -4% | 15% | -1% | 1.4%
CC1CCCN(C(=O)C2CCN(S(=O)(=O)c3cccc4cccnc34)CC2)C1 (stereo unspecified)
 : 16% | 2% | -20% | -0.5%
CCOC(=O)/C(C#N)=C1/C=Cc2ccccc2N1CC
 : -1% | 3% | -9% | -1.7%
NC(=O)CN1CCOCCOCCN(CC(N)=O)CCOCCOCC1
 : 3% | 6% | x | x

Source: PubChem
